ROC1-CUL1 inh: human ROC1-CUL1 E3 ligase inhibition | in vitro K48 di-Ub FRET, acceptor:donor ratio, 45 min | 0.6% of 140,000 active | P62877+Q13616 | inhibition, % at 10 µM | AID 1347404; in the data active means inhibition above about 25%
Target sequence (P62877 whole entry, looked up): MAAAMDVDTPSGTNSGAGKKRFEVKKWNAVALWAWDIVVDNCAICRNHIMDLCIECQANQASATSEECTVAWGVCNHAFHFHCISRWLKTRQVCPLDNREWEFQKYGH
Target sequence (Q13616 whole entry, looked up): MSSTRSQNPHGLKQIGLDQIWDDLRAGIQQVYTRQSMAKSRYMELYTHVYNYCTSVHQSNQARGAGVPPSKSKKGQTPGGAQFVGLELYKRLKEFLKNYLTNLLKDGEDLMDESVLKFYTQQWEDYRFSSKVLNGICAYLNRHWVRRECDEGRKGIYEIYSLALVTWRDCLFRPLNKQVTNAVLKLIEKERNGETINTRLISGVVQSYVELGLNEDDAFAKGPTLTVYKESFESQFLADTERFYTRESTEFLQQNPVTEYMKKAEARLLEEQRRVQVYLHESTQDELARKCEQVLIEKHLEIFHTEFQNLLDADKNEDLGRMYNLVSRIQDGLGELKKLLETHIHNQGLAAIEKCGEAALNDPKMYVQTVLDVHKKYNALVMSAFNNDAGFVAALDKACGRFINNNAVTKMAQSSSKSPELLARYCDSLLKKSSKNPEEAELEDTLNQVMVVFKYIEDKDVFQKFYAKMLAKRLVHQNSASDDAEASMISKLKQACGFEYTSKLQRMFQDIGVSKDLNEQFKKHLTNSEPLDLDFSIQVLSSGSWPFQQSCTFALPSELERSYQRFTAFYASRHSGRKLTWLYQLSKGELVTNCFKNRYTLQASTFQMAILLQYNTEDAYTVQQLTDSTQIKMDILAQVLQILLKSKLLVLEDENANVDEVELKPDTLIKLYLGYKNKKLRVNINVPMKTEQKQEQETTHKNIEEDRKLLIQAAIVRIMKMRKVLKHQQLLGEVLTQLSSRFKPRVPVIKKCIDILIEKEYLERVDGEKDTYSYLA
The depositor's hits bear a star; & = joins results of further samples.

SMILES | ROC1-CUL1 inh
CCCn1c(CCCO)nc2ccccc21 | 9
CCOc1ccc(N2C(=O)CS(=O)(=O)C23C(=O)N(Cc2cccc(Cl)c2)c2ccccc23)cc1 (stereo unspecified) | -11
CC12CN(C(=O)c3ccccc3)C3(C#N)CC1CCC23C (stereo unspecified) | -2
Cc1coc2c(C)c3oc(=O)c(CC(=O)NCc4ccccc4)c(C)c3cc12 | -10
COc1ccc(CN2CCCC(Nc3ccc(F)c(F)c3)C2)cc1O (stereo unspecified) | 5
N#Cc1cn(C2CCCCC2)c(=O)n(Cc2ccc(Cl)cc2)c1=O | 3
O[C@@H]1CN(Cc2cccc(C(F)(F)F)c2)CC[C@H]1N1CCCCCC1 | 5
Cc1ccc(C)c(NC(=O)CN2C(=O)CSc3nc(C)cc(C)c32)c1 | 1
O=C(c1nc2sccn2c1CNCC1(c2ccccc2)CCOCC1)N1CCCCC1 | -6
O=C(Nc1ccc(Oc2ccccc2)nc1)C1CCN(C(=O)C2CCCCO2)CC1 (stereo unspecified) | 3
O=C(Nc1c(C(=O)N2CCC(N3CCCCC3)CC2)oc2ccccc12)c1c(F)cccc1F | -5
Cc1ccc(-n2c(-c3nnn(-c4ccc(Cl)cc4)c3N)n[nH]c2=S)cc1 | 7
O=C(OC1CCCCC1)c1ccc(NC(=O)C2CCCCC2)cc1 | 3
O=[N+]([O-])c1cc2c(cc1/C=N/Nc1nc(NCc3ccccc3)nc(N3CCOCC3)n1)OCO2 | -4
Cc1ccn(CCC(=O)N2CCC3(CC2)CC3C(=O)NCCC(c2ccccc2)c2ccccc2)n1 (stereo unspecified) | 10
Cc1cc(C)c(S(=O)(=O)Nc2cnn(Cc3ccc(Cl)cc3Cl)c2)c(C)c1 | -10
Cc1ccc2c(c1C)N=C(CSc1nnc(-c3ccccc3)n1C)CC2=O | 10
CC(C)Nc1ccc(S(=O)(=O)N(Cc2ccccc2)Cc2ccccc2)cn1 | -5
COC(=O)c1nn(-c2cccc(Cl)c2)c2nnc(Cc3ccccc3)c(=O)n12 | -3
O=C(c1ccc(N2CCC(NCc3cccc(OC(F)(F)F)c3)CC2)cc1)N1CCOCC1 | 5
CCN1/C(=C\C(=O)c2ccco2)Sc2ccccc21 | -7
S=C1N=C(c2ccc(Br)cc2)CC(c2cccs2)N1 (stereo unspecified) | 5
C=CCN(CC=C)C(=S)Nc1ccccc1 | -3
Cc1cc(-c2ccc(C)c(S(=O)(=O)NCC3CCN(Cc4ccc(F)cc4)CC3)c2)on1 | -7
COC(=O)c1ccc(Oc2nc3c(c(=O)n(C)c(=O)n3C)n2C(C)C)cc1 | 2
CC1CCC(NC(=O)c2ccc(CS(=O)(=O)c3cccc(C(F)(F)F)c3)o2)CC1 (stereo unspecified) | -8
COc1ccc(OC)c(NCc2cccn2-c2nnc(N3CCC(C)CC3)s2)c1 | 1
COc1ccccc1Cc1nc2ccccc2nc1SCC(=O)Nc1ccccc1C(F)(F)F | -9
Cc1cccc(CNC(=O)C2CCCN(C3CCN(Cc4ccccc4)CC3)C2)n1 (stereo unspecified) | -2
COc1ccc(-c2nc(CN(Cc3ccccc3)C[C@@H]3CCC(=O)N3)c(C)o2)cc1C | 14
COc1cc(CNc2ccc(CNc3ncn[nH]3)cc2)ccc1OCC(=O)NC(C)(C)C | 8
CC(=O)c1ccc(NC(NC(=O)c2cccnc2)(C(F)(F)F)C(F)(F)F)cc1 | 4
O=C(NC(NNc1ccc([N+](=O)[O-])cc1)(C(F)(F)F)C(F)(F)F)c1ccc(Cl)cc1 | 5
Nc1c(C(=O)NCc2ccccc2)nnn1Cc1cccc(Br)c1 | -2
COc1cccc(C2CC(=O)N=C3C2C(=O)N=C2C(C)=CC=CN23)c1OC (stereo unspecified) | -2
CN(C)c1ccc(N2C(=O)c3cccc4c(Cl)ccc(c34)C2=O)cc1 | 3
Cc1cc(C(=O)CSc2nnnn2-c2ccccc2)c(C)n1-c1ccc(Cl)cc1 | -2
Cn1cc(Cl)c(CN2CCCC2c2ccc(C(=O)NC3CCC3)s2)n1 (stereo unspecified) | 7
CCN1C(=O)CC(CC(=O)N2CCC(Oc3cccnc3)CC2)(c2cccc(C(F)(F)F)c2)C1=O (stereo unspecified) | 2
Cc1cccc(C(=O)Nc2cccc(OCc3cc(=O)n4c(C)csc4n3)c2)c1 | -3
CCOc1ccc(-n2c(=O)c3c(C)c(C)sc3n(CC(=O)Nc3ccc(CC)cc3)c2=O)cc1 | -4
CCOC(=O)C1(Cc2ccccc2Cl)CCN(C(=O)CCn2ccnc2C)CC1 | 0
Cn1c(CSCc2ccc(F)cc2)nnc1SCC(=O)N1CCN(c2ccccc2)CC1 | 6
CCc1c(C)c(=N)c2ccccc2n1C | 1
CCc1ccc(-n2c(SCc3ccc(Cl)c(Cl)c3)nc3sc4c(c3c2=O)CCCC4)cc1 | 0
COC(=O)c1c(NC(=O)CN2CCCC2)sc2c1CCC2 | -4
CCS(=O)(=O)N1CCCC(C(=O)NCCC(C)C)C1 (stereo unspecified) | -11
O=C1CCC(=O)N1CNc1ccc(Cl)c(Cl)c1 | 0
CC(=O)N=C1C(=O)c2c(NC(C)=O)cccc2C(=O)C1Br (stereo unspecified) | 60*
Cc1cccc(C)c1-n1nnnc1C1(Nc2ccc(I)cc2)CCCC1 | 4
COc1ccc(S(=O)(=O)N2CCN(C(=O)C3CCC3)CC2)cc1OC | 6
CC(C)OC(=O)C(C(=O)C(F)(F)F)c1cc(NS(=O)(=O)c2ccccc2)ccc1O (stereo unspecified) | -1
COc1cc(C2Nc3ccccc3-c3cc(C)nn32)ccc1O (stereo unspecified) | -7
C=CCNCCCOc1cc(C)cc(C)c1C | 7
O=C(Nc1ccccc1)Nc1ccccc1C(=O)NCc1ccco1 | -5
CC1(C)N=C(SCc2ccc(Cl)cc2)c2ccccc2N1 | -6
O=C(COc1ccc(Cl)c(Cl)c1)N1CCN(c2ccc(Cl)cc2)CC1 | 7
CCN1CCc2nc3sc(C(=O)c4ccccc4)c(N)c3cc2C1 | 6&-5
Cc1c(-c2ccc(Cl)cc2)c(=O)oc2c(CN3CCCC3)c(O)ccc12 | 4
CCNC(=O)c1c(NC(=O)c2nc(S(=O)(=O)CC)ncc2Cl)sc2c1CCCC2 | 2

Continuation:
SMILES | ROC1-CUL1 inh
CN(C)c1ccc(C(=O)Nc2sc(Nc3ccccc3)nc2C(N)=O)cc1 | 0
COCCNC(=O)Nc1ccc2c(c1)nc(C)n2C | 9
N#CC1C(=N)Oc2c(c(=O)[nH]c3ccccc23)C1c1cccc(F)c1 (stereo unspecified) | 5
CSC(N)=NC(c1ccc(F)cc1)c1ccc(F)cc1 | 4
COCCN1C(=O)CC(CC(=O)N2CCC(c3ccc(F)cc3)C2)(c2ccccc2OC)C1=O (stereo unspecified) | 2
Cc1ccc(-c2cc(-c3ccccc3)c(C#N)c(SCC(O)CS(=O)(=O)Cc3ccccc3)n2)cc1 (stereo unspecified) | 2
COC(=O)C(NC(=O)c1ccc(C)cc1)(Nc1cc(C)ccn1)C(F)(F)F (stereo unspecified) | 1
O=C(Nc1ccccc1C(F)(F)F)C1CCN(S(=O)(=O)Cc2ccccc2)CC1 | -11
CN1CCN(C(=O)c2ccc(N)cc2C(=O)O)CC1 | -2
COc1ccc(S(=O)(=O)N(Cc2ccccc2)Cc2ccccc2)cn1 | -3
Cc1ccccc1CS(=O)(=O)NC1CC2CCC1C2 (stereo unspecified) | 0
Cc1nc2scc(-c3ccc(Cl)cc3)c2c(=O)[nH]1 | -2
Cc1ccc(C2C(=O)c3ccccc3C2(O)c2ccccc2)cc1 (stereo unspecified) | 5
Cc1ccc(N2CC/C(=N/O)NC2=O)c(C)c1 | 6
CCN1C(=O)c2ccccc2Sc2ccc(NC(=O)c3ccc(Cl)cc3)cc21 | 5
Cc1ccc(NC(=O)Cc2ccc(NC(=O)N3CCCCc4ccccc43)cc2)cc1 | 2
OC1(CC#CCN2CCCCCC2)c2ccccc2-c2ccccc21 | 10
O=C(CS(=O)(=O)Cc1ccccc1)Nc1ccc(Cl)cn1 | 1
Cc1ccc(CNC(=O)CNS(=O)(=O)c2cccs2)cc1 | -8
Clc1ccc(CSc2nc3ncccc3[nH]2)cc1 | 0
COc1ccc(CCN(C)Cc2nc(Cc3cccc(F)c3)no2)cc1OC | 5
O=C1/C(=C\c2ccccc2)SC(=S)N1c1cccc(Cl)c1 | -1
Cn1c(=O)nc2n(-c3ccc(Cl)c(Cl)c3)c3cc(Cl)ccc3cc-2c1=O | -1
O=C1CCCC2=Nc3nc(-c4ccccc4)nn3C(c3ccccc3)C12 (stereo unspecified) | 3
COc1ccc(NC(=O)NCc2c(-n3cccc3)sc3c2CCCC3)c(OC)c1 | 2
CC1=NC(=O)CC(c2ccc(Cl)cc2)C1C(=O)OC1CCCCCC1 (stereo unspecified) | -5
O=C(c1ccccc1)N1CCN(CCc2ccccn2)CC1 | 1
COc1ccc(N(C(=O)c2ccccc2C)S(=O)(=O)c2ccc3c(c2)n(C)c(=O)n3C)cc1 | 7
CCNC(=O)CN(C1CCCCC1)S(C)(=O)=O | 3
Cc1nn(-c2ccccc2)cc1-c1nc(-c2ccccc2)c(-c2ccccc2)[nH]1 | -2
Cc1ccc(-n2c(SCC(=O)Nc3cccc(C(F)(F)F)c3)nc3sc4c(c3c2=O)CCCC4)cc1 | -6
COC(=O)c1c(NC(=O)CN(C)C)sc2c1CCC(C)C2 (stereo unspecified) | 2
COC(=O)c1ccc(NC(=O)CSc2nc3sc4c(c3c(=O)n2C)CCCC4)cc1 | -12
COC(=O)c1c(S(=O)(=O)NCCc2ccccc2)sc2c1CCN(C(=O)C1=CCCC1)C2 | 2
CC1CCN(C(=O)CSc2nnc(-c3ccccc3)o2)CC1 | -13
CC(=O)Nc1ccc(NS(=O)(=O)c2ccc(F)c(C)c2)cc1 | -10
CCCCCC(=O)NC(=S)Nc1cc(-c2nc3ccccc3s2)ccc1Cl | 1
CCC1(C)CC(=O)c2c(ccc3oc(C(=O)Nc4ccc(C(C)=O)cc4)c(C)c23)O1 (stereo unspecified) | -13
CN(Cc1ccccc1)C(=O)c1cc(-c2cccc(Cl)c2)on1 | -7
COc1ccc2[nH]cc(CCNC(=O)C3CC3)c2c1 | 10
COc1cc(C2NC(=S)N=C(C)C2C(C)=O)ccc1O (stereo unspecified) | 7
Cc1ccc2nc(=S)n(C(=O)c3ccccc3F)n2c1 | -14
CCNc1nc(NC(C)C)nc(OCCNC(=O)COc2ccc(Cl)cc2C)n1 | 18
CCOc1cc(/C=N/NS(=O)(=O)c2ccccc2)cc(Cl)c1OCc1ccccc1Cl | -6
O=C(c1ccccc1)c1ccccc1NC(=O)C1CCCN1Cc1ccccc1 (stereo unspecified) | -4
CCOc1ccc(/C=C2\CCCC3C2=NC(=S)NC3c2ccc(OCC)cc2)cc1 (stereo unspecified) | -4
O=C(O)CC/C(=C1\CC(c2ccc(Br)cc2)=NC1=O)c1ccc(Br)cc1 | -1
O=C(c1ccccc1Cl)N1CCN(c2ncccn2)CC1 | 11
O=C(Nc1ccc(-c2cc(-c3ccccc3)nc(-c3ccc(NC(=O)c4cccc([N+](=O)[O-])c4)cc3)n2)cc1)c1cccc([N+](=O)[O-])c1 | -3
O=C(NCC1CCOCC1)C1CCN(c2nc(-c3ccccc3)nc3c2CCC3)CC1 | -2
CCOc1ccc(N(C(C)=O)C2SC(=O)N(c3ccc(C)cc3)C2=O)cc1 (stereo unspecified) | 1
O=C(O)CCNc1nc(-c2ccccc2)nc2ccccc12 | 3
CN1CCN(C(CNC(=O)c2c(F)cccc2F)c2ccc3c(c2)OCO3)CC1 (stereo unspecified) | 1
CCCc1nn2c(=O)cc(COC(=O)c3cccc(NC(=O)COc4ccc(F)cc4)c3)nc2s1 | -14
COc1cccc(CC(=O)Nc2c(C(=O)N3CCN(c4ccccc4F)CC3)oc3ccccc23)c1 | 13
C[C@@H]1CN(C(=O)c2nc3sccn3c2CN(C)CCN2CCCCC2)C[C@H](C)O1 | 4

19 of these compounds in a different format:
molecule	ROC1-CUL1 inh
CC1CCN(C(=O)CSc2nnc(-c3ccccc3)o2)CC1	-13
CC(=O)Nc1ccc(NS(=O)(=O)c2ccc(F)c(C)c2)cc1	-10
CCCCCC(=O)NC(=S)Nc1cc(-c2nc3ccccc3s2)ccc1Cl	1
CCC1(C)CC(=O)c2c(ccc3oc(C(=O)Nc4ccc(C(C)=O)cc4)c(C)c23)O1 (stereo unspecified)	-13
CN(Cc1ccccc1)C(=O)c1cc(-c2cccc(Cl)c2)on1	-7
COc1ccc2[nH]cc(CCNC(=O)C3CC3)c2c1	10
COc1cc(C2NC(=S)N=C(C)C2C(C)=O)ccc1O (stereo unspecified)	7
Cc1ccc2nc(=S)n(C(=O)c3ccccc3F)n2c1	-14
CCNc1nc(NC(C)C)nc(OCCNC(=O)COc2ccc(Cl)cc2C)n1	18
CCOc1cc(/C=N/NS(=O)(=O)c2ccccc2)cc(Cl)c1OCc1ccccc1Cl	-6
O=C(c1ccccc1)c1ccccc1NC(=O)C1CCCN1Cc1ccccc1 (stereo unspecified)	-4
CCOc1ccc(/C=C2\CCCC3C2=NC(=S)NC3c2ccc(OCC)cc2)cc1 (stereo unspecified)	-4
O=C(O)CC/C(=C1\CC(c2ccc(Br)cc2)=NC1=O)c1ccc(Br)cc1	-1
O=C(c1ccccc1Cl)N1CCN(c2ncccn2)CC1	11
O=C(Nc1ccc(-c2cc(-c3ccccc3)nc(-c3ccc(NC(=O)c4cccc([N+](=O)[O-])c4)cc3)n2)cc1)c1cccc([N+](=O)[O-])c1	-3
O=C(NCC1CCOCC1)C1CCN(c2nc(-c3ccccc3)nc3c2CCC3)CC1	-2
CCOc1ccc(N(C(C)=O)C2SC(=O)N(c3ccc(C)cc3)C2=O)cc1 (stereo unspecified)	1
O=C(O)CCNc1nc(-c2ccccc2)nc2ccccc12	3
CN1CCN(C(CNC(=O)c2c(F)cccc2F)c2ccc3c(c2)OCO3)CC1 (stereo unspecified)	1

High-throughput results as filed in PubChem.

Not all compounds are listed; rates above refer to the full screens.
